C2C12 statin – suppressors of statin myotoxicity in C2C12 myotubes, primary screen, cell-based, single point, plate reader; C2C12 myotubes + simvastatin, ATP luminescence, 48 h; scaled: DMSO 0, geranylgeraniol control 100; rescue of ATP level, % at 7.49 µM; 0.78% of 330,000 active; AID 602340, 2012;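 active = mean ATP rescue above about 67%, or every replicate alone reaching that limit, limit read from the data, passing the limit was not always enough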;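 note: myotubes were challenged with 10 µM simvastatin during compound exposure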
Cneo AK release – Cryptococcus neoformans cell lysis inducers, primary screen, AK release luminescence, single concentration; 0.2% of 360,000 active; lysis activity, % at 15 µM; C. neoformans lysis, adenylate kinase release luminescence, 4 h; normalised: neutral wells 0, clomiphene wells 100;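 active = mean lysis activity across replicates of at least 80%, whatever share of replicates individually reach that level; inactive = mean lysis activity below 80%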
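Test system: log-phase Cryptococcus neoformans yeast cells. Input: 5 × 10^6 yeast cells/mL. Medium: fresh YPD growth medium. Doses: single dose. Incubation: static 4 h at 37 °C with compound, 1 h detection. Measured by: luminescent adenylate kinase detection reagent. Read-out: signal increase indicating cell lysis. Benchmarks: Clomiphene.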
esBAF inh – Bmi1 luciferase reporter increase in mESCs, primary screen, esBAF inhibitor project, mouse ES cells, Bmi1 luciferase knock-in, single point | 24 h; 100% = twice the neutral-well signal | reporter increase, % at 12.5 µM | 2% of 350,000 active | AID 602393, 2012; in the data active = activation above about 40%;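 note: 0% = median of the plate's neutral control wells and 100% = double that signal; a rise in the Bmi1 reporter signal indicates esBAF inhibition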
ARNT-TACC3 inh – disruptors of ARNT/TACC3 protein interaction, primary screen, biochemical, AlphaScreen, single concentration | inhibition, % at 9.99 µM | AlphaScreen His-ARNT PAS-B/GST-TACC3 binding, luminescence; TACC3 fragment carries E629A point mutation | Transforming acidic coiled-coil-containing protein 3 (Homo sapiens), Q9Y6A5 | 0.66% of 390,000 active;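 active = mean inhibition of replicates at least 50% and at least half of replicates each reaching 50%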;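 note: 0% = complete ARNT plus TACC3 wells and 100% = ARNT alone without TACC3; many hits fall short of the cut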
miR-122 sensor – miR-122 Renilla sensor signal increase in Huh7, primary screen, miR-122 inhibitor project, cell-based, single point, plate reader | activation (reporter increase), % at 12.5 µM | 0.3% of 340,000 active | Huh7 miR-122 Renilla luciferase sensor, 48 h; neutral wells = 0, positive control = 100 | AID 602342, 2012;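 active = mean replicate activation score at least 90 and every replicate individually at or above 90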;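 note: higher luciferase means less miR-122 activity so hits act as miR-122 inhibitors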
ERp5 block – inhibitors of ERp5-driven insulin aggregation, primary screen, biochemical, turbidity, absorbance 650 nm, single point; Protein disulfide-isomerase A6 (Homo sapiens), Q15084; 90 min; inhibition, % at 9.99 µM; 0.05% of 350,000 active;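 active = mean replicate inhibition above about 25%, with every replicate also reaching it, limit read from the data, passing the limit was not always enough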
Target sequence (Q15084 whole entry, looked up): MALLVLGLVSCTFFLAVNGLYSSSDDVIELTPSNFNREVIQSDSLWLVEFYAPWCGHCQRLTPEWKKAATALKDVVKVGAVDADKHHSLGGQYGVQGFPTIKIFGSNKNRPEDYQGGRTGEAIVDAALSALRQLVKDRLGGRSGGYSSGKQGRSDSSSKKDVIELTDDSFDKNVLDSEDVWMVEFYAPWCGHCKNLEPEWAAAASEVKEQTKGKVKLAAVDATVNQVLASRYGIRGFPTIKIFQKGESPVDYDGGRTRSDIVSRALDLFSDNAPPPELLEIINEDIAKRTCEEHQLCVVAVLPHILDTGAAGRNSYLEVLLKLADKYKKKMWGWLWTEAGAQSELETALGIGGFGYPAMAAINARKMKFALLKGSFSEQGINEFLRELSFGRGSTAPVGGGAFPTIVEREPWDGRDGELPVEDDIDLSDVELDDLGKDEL
SIRT5 inh – SIRT5 desuccinylase inhibitors, primary screen, biochemical, fluorescence imaging, single point, set 5; NAD-dependent protein deacylase sirtuin-5, mitochondrial (Homo sapiens), Q9NXA8; Purified SirT5, succinyl-peptide AMC, trypsin-coupled fluorescence; inhibition, % at 15 µM; 1.1% of 330,000 active; in the data active = inhibition above about 15%
Target sequence (Q9NXA8 whole entry, looked up): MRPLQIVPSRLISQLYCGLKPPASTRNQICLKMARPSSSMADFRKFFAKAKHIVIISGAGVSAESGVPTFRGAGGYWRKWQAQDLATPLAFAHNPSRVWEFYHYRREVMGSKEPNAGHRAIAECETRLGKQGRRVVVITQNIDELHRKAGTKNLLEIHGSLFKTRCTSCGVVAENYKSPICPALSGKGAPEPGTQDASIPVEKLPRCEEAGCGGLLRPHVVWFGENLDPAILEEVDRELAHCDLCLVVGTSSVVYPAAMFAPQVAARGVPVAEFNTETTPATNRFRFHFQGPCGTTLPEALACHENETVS
Starred values were filed as active, the others as inactive; nt = not tested or not shown; [ ] = dose if it differs, or a comment. Rows are unselected (roughly 4% active in at least one column).

SMILES	C2C12 statin	Cneo AK release	esBAF inh	ARNT-TACC3 inh	miR-122 sensor	ERp5 block	SIRT5 inh
Cc1ccccc1S(=O)(=O)Cc1ccc(C(=O)N2CCN(c3cccc(C)c3C)CC2)o1	-39.0	3.8	-14.0	-17.8	10.3	nt	nt
O[C@@H]1CN(Cc2cccs2)[C@@H](c2ccccc2)C[C@H]1n1cc(C2CC2)nn1	9.8	-1.7	9.6	nt	-1.9	1.0	-2.2
CCc1nnc(NC(=O)COc2ccc([N+](=O)[O-])cc2)s1	4.9	-0.9	6.5	-7.6	-5.4	-1.7	-4.2
CCCCn1c(N)c(N(CCC(C)C)C(=O)c2cccc(S(=O)(=O)N3CCN(C)CC3)c2)c(=O)[nH]c1=O	5.1	1.2	5.0	0.0	-0.4	-3.7	-0.1
COCc1cc(=O)[nH]c(SCCS(=O)(=O)c2ccc(C)cc2)n1	nt	nt	nt	-2.0	nt	0.9	0.9
C[C@@H]1CN([C@H](C)CO)C(=O)c2cc(NC(=O)NC3CCCCC3)ccc2O[C@@H](C)CCCCO[C@@H]1CN(C)Cc1ccc2c(c1)OCO2	nt	-0.4	-6.0	-0.1	-2.6[16.7 µM]	0.1	4.4
Cc1c(N(C(=O)Nc2ccccc2)C2=NCC(C)S2)c(=O)n(-c2ccccc2)n1C (stereo not drawn)	nt	4.7	10.4	-0.5	-7.9	nt	nt
CCOc1ccccc1NC(=O)CN1C(=O)COc2ccc(Cl)cc21	-4.6	2.8	-0.2	-7.4	nt	1.9	nt
Cc1nc2sc(C(c3ccc(Cl)cc3)N3CCN(C(=O)c4ccco4)CC3)c(O)n2n1 (stereo not drawn)	-9.5	-2.7	2.0	5.1	-6.9	nt	nt
CC(=O)c1c(N2CCOCC2)nc2ccc(Cl)cc2c1-c1ccccc1	nt	nt	nt	-0.7	nt	3.2	11.5
Cc1ccc(S(=O)(=O)Nc2ccc3c(c2)C(=O)N([C@H](C)CO)C[C@H](C)[C@H](CN(C)Cc2ccccc2)OCCCC[C@@H](C)O3)cc1	nt	-0.4	3.0	2.3	-6.5[16.7 µM]	nt	nt
C[C@@H]1CN([C@@H](C)CO)C(=O)c2cc(NC(=O)NC3CCCCC3)ccc2O[C@H]1CN(C)S(=O)(=O)c1ccc(Cl)cc1	-56.3	-2.9	-0.5	1.1	-8.6[16.7 µM]	1.5	0.5
S=c1[nH]nc(-c2cccs2)n1/N=C/c1cn(-c2ccccc2)nc1-c1ccc(Cl)cc1	12.3	-2.0	1.6	0.9	4.0	-3.0	0.7
CCOc1ccccc1CNC(=O)CCc1cn(C)c2ccccc12	13.9	1.0	1.9	0.6	19.8	2.4	1.6
OC(COc1ccc2c(c1)OCO2)CN1CCCCC1 (stereo not drawn)	nt	nt	nt	-7.7	1.5	1.0	-7.6
CC(=O)Nc1ccc(S(=O)(=O)NC2CCCCCC2)cc1	2.3	-0.7	-5.2	-8.9	nt	-1.0	-0.2
COCCNC(=O)Nc1ccc2nc(C)sc2c1	2.3	-0.2	13.1	3.0	-3.8	nt	nt
CC(Sc1nncn1C)C(=O)Nc1ccc(N2CCCCC2)cc1 (stereo not drawn)	-3.6	0.5	33.7	nt	nt	5.3	-4.7
Cc1ccc(S(=O)(=O)Cc2ccc(C(=O)NCc3cccs3)o2)cc1	nt	nt	8.0	2.6	-10.1	nt	nt
CCCCN(C(=O)c1ccco1)c1c(N)n(CCC)c(=O)[nH]c1=O	0.5	-0.4	-0.4	nt	nt	1.7	-3.1
Cc1ccc(S(=O)(=O)Nn2c(C)ccc2C)cc1	4.5	1.4	-4.1	-2.1	3.5	nt	nt
Cc1ccc(N=C(N)N=C(N)N)c(C)c1	-2.1	1.3	3.1	-14.1	-0.6	0.4	-2.8
O=C(c1cccc(Oc2c(Cl)cccc2[N+](=O)[O-])c1)N1CCCCC1	nt	nt	nt	-5.6	nt	-5.7	6.3
Cc1ccccc1C1NC(c2ccccc2C)C([N+](=O)[O-])C(C)(C)C1[N+](=O)[O-] (stereo not drawn)	3.6	-3.2	-1.6	-8.0	3.7	3.1	-8.0
O=C1O[C@@H](c2ccccc2)[C@@H](c2ccccc2)N2[C@@H](c3ccccc3OCCO)[C@]3(C(=O)Nc4ccc(C#CCCO)cc43)[C@@H](C(=O)N3CCN(c4ncccn4)CC3)[C@H]12	nt	50.3	nt	15.4	nt	-7.4	11.4

Ordered by SMILES length (lowest first): three of the compounds above
SMILES	C2C12 statin	Cneo AK release	esBAF inh	ARNT-TACC3 inh	miR-122 sensor	ERp5 block	SIRT5 inh
CCOc1ccccc1CNC(=O)CCc1cn(C)c2ccccc12	13.9	1.0	1.9	0.6	19.8	2.4	1.6
CC(Sc1nncn1C)C(=O)Nc1ccc(N2CCCCC2)cc1 (stereo not drawn)	-3.6	0.5	33.7	nt	nt	5.3	-4.7
Cc1ccccc1C1NC(c2ccccc2C)C([N+](=O)[O-])C(C)(C)C1[N+](=O)[O-] (stereo not drawn)	3.6	-3.2	-1.6	-8.0	3.7	3.1	-8.0

The list goes on.
SMILES	C2C12 statin	Cneo AK release	esBAF inh	ARNT-TACC3 inh	miR-122 sensor	ERp5 block	SIRT5 inh
CSc1cccc(NC(=S)N2CCC(N(C)C(C)C)CC2)c1	nt	nt	nt	6.6	nt	1.4	-0.1
Cc1ccc(S(=O)(=O)Nc2ccc3c(c2)C(=O)N([C@@H](C)CO)C[C@H](C)[C@H](CN(C)C(=O)NC2CCCCC2)OCCCC[C@@H](C)O3)cc1	nt	4.3	0.4	21.5	47.8[16.7 µM]	-3.6	2.3
Cc1ccc(OCC(=O)N/N=C\c2ccc(C)o2)c([N+](=O)[O-])c1	nt	nt	nt	-8.5	nt	-1.9	-0.8
C[C@H](CO)N1C[C@H](C)[C@H](CN(C)S(=O)(=O)c2cn(C)cn2)Oc2cc(C#Cc3ccc(F)cc3)ccc2S1(=O)=O	21.9	0.9	2.0	1.1	-6.0[16.7 µM]	3.9	1.0
CCC(=O)N1CCNC(=O)C1CC(=O)Nc1ccc(C)c(Cl)c1 (stereo not drawn)	6.9	-0.4	-3.6	9.3	-1.8	nt	nt
C=CCNc1nc(Nc2cc(Cl)ccc2OC)nc(OC)n1	-21.9	11.5	-4.2	-3.3	-2.4	-1.0	0.6
CN(C(=O)CSc1nnc(-c2c[nH]c3ccccc23)o1)C1CCS(=O)(=O)C1 (stereo not drawn)	nt	nt	nt	0.5	nt	-7.5	-2.5
COCc1cn(CC[C@@H]2CC[C@@H](NC(=O)c3ccccc3)[C@@H](CO)O2)nn1	-5.4	-1.0	-1.2	0.5	nt	-2.4	1.7
CC1=CC(C)(C)[N+](C)(C)c2ccc(C)cc21	nt	nt	nt	nt	-5.5	-13.8	1.5
CN(C)CCCNc1ncnc2c1cnn2Cc1ccccc1Cl	0.1	0.4	4.3	-6.9	-2.5	3.4	-1.9
COc1cc(NC(=O)c2cccs2)c(OC)cc1NC(=O)Cc1ccccc1	-12.9	11.9	6.1	1.7	-1.7	-0.3	-2.3
O=C(/C=C/c1ccco1)NC1=NCCS1	nt	-0.7	nt	1.3	-2.0	nt	nt
Cc1noc2ncnc(N3CCCC3)c12	15.0	2.4	-4.3	-2.1	-4.6	2.9	5.6
CCOc1ncc(S(=O)(=O)N2CCN(CC)CC2)cc1C(=O)O	-0.1	0.9	-3.8	-5.1	-2.7	1.8	-5.2
O=C1Nc2ccc3c(c2C1=Cc1cc2c(cc1Br)OCO2)OCO3	nt	nt	nt	-0.6	nt	-8.6	-2.2
CC1CN(C2CCN(C(=O)COc3ccccc3)CC2)CC(C)O1 (stereo not drawn)	11.6	0.0	-7.5	-3.1	-2.3	nt	nt
COC(=O)CC1C(=O)NCCN1C(=S)Nc1cccc(C(F)(F)F)c1 (stereo not drawn)	-4.0	1.0	-1.7	-8.9	-2.8	2.2	0.2
CN1C(=O)CC(c2ccccc2)CC1=O	4.0	0.0	-1.9	-0.6	4.5	3.3	-0.2
C=CCNC(=O)CC(=O)N/N=C/c1cccs1	-1.3	nt	0.1	2.8	0.8	-80.2	0.8
CCCCn1c(N)c(N(CCC(C)C)C(=O)CC2CCCC2)c(=O)[nH]c1=O	nt	nt	nt	0.6	nt	0.3	0.3
Cc1ccc(NC(=O)c2sc3ncnc(N4CCN(c5ccccn5)CC4)c3c2C)c(C)c1	3.9	1.0	19.8	5.2	nt	1.7	-3.6
Oc1cccc2c(NC(=S)Nc3ccc(SC(F)F)cc3)cccc12	nt	nt	nt	21.8	nt	-1.1	-5.2
CCc1ccccc1NC(=O)CN1C(=O)c2ccccc2S1(=O)=O	1.7	-3.9	0.6	-8.4	nt	-0.4	-3.4
CCOC(=O)C1CSC(CC(=O)Nc2ccc(OCC)cc2)C(=O)N1 (stereo not drawn)	-3.9	2.1	0.1	-4.4	8.3	nt	nt
Cc1cc(C)c(S(=O)(=O)Nc2ccccc2C(=O)N2CCCC2)c(C)c1	1.7	10.0	-2.0	1.8	3.3	2.6	-1.7

(continued)
SMILES	C2C12 statin	Cneo AK release	esBAF inh	ARNT-TACC3 inh	miR-122 sensor	ERp5 block	SIRT5 inh
O=C(Nc1cccc(C(=O)N2CCCCC2)c1)C1CCC1	-0.8	1.9	-6.6	-7.3	-3.4	3.0	-5.3
COc1ccc(NS(=O)(=O)c2cccc(C(=O)NCC(c3ccco3)N3CCCCC3)c2)cc1 (stereo not drawn)	-12.1	-3.5	-5.5	0.0	-0.4	1.5	-8.9
COc1cccc(C(=O)NCCOc2cc(C)cc(C)c2)c1	nt	0.6	nt	8.0	-2.2	nt	nt
CCOc1cc(C(=O)Nc2cc3c(cc2N2CCOCC2)n(C)c(=O)n3C)cc(OCC)c1OCC	-8.9	0.1	5.2	1.5	-2.6	12.8	-8.6
CCc1nnc2sc(-c3ccc(NC(=O)c4ccc5c(c4)OCCO5)cc3)nn12	18.6	3.3	10.3	-2.4	-4.4	nt	nt
O=C(C[C@@H]1C[C@@H]2c3cc(NC(=O)C4CCC4)ccc3O[C@@H]2[C@@H](CO)O1)NCc1ccccc1	-12.3	-2.2	4.0	-9.0	-2.6[16.7 µM]	-5.1	5.9
COc1ccc(N2CCN(C3CCCN(C(=O)CSC)C3)CC2)cc1 (stereo not drawn)	-0.2	0.1	2.2	2.1	-3.6	2.4	-0.2
COCc1c(C(=O)Nc2ccc(C)c(S(=O)(=O)N3CCOCC3)c2)oc2ccccc12	2.0	-1.6	36.6	nt	-9.4	2.4	0.0
CNC[C@H]1OCCCC[C@@H](C)Oc2ccc(NS(C)(=O)=O)cc2C(=O)N([C@@H](C)CO)C[C@@H]1C	-8.5	-0.2	1.0	-3.1	7.1[16.7 µM]	4.9	-3.3
OCC[C@@H]1C[C@H](O)[C@@H](O)[C@@]2(OCCCc3ccccc32)O1	23.9	-1.7	-0.9	0.2	-1.9	1.2	nt
O=C(Cc1ccccc1)NCc1n[nH]c(=S)n1-c1ccc(Br)cc1	nt	nt	nt	-8.1	nt	-1.0	-2.4
COc1ccc2c(c1)CCCC2NS(=O)(=O)OCC(Cl)(Cl)Cl (stereo not drawn)	-6.9	2.2	-0.1	-22.6	4.0	2.3	-1.5
COc1ccc(-c2csc(CCn3nc(C)cc3C)n2)cc1	nt	nt	nt	6.8	nt	-2.6	-0.8
COCCc1ccc(OC2(C)CCN(Cc3cccc(OC)c3OC)C2)cc1 (stereo not drawn)	8.0	1.1	-11.2	nt	-7.4	-1.5	-5.3
CCOc1ccc([C@@H]2CC=C(C(=O)O)CN2S(=O)(=O)c2ccc(C)cc2)cc1	0.5	-0.7	1.6	-1.9	nt	4.9	1.3
CN(C)NC(=S)Nc1cccc(Cl)c1	2.1	1.2	-3.2	-0.9	-1.8	1.3	-1.0

From PubChem BioAssay
